TDP-43 yeast inh: inhibitors of TDP-43 toxicity in yeast; TDP-43 expressing yeast growth rescue, BacTiter-Glo, 24 h; Potency, µM (highest dose often 46.1 µM), without a hit: at the highest dose growth rescue (activation), actives largely listed as activators; 410,000 compounds, 1.8% hits; AID 652104; further: potency means the concentration at half of the fitted maximal effect; % of control where 0% means no effect; nearly all actives have a fitted effect of over 50% in size
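Growth rescue of TDP-43-toxic yeast measured as ATP luminescence (BacTiter-Glo). Cells grown to mid-log in raffinose, induced in galactose at OD600=0.02, exposed to compound 24 hr at 30 deg C.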
FUS suppressor: FUS proteinopathy suppression in yeast. S. cerevisiae FUS-expressing, growth rescue, OD600, 24 h. Potency, µM (series often up to 76.6 µM), for inactives: top-dose growth rescue (activation), most hits filed as activators. 390,000 compounds, 0.24% hits;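 further: potency means the concentration at half of the fitted maximal effect; plate controls were DMSO vehicle for no effect and reference control for full effect; nearly all actives have a fitted effect of over 55% in size; some results filed as inactive show a strong effect at the top dose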
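Yeast expressing FUS under galactose induction, OD 0.005 in 2% galactose medium; compounds in a dilution series, 24 h at 30C. Growth rescue by absorbance at 600 nm; CP55940 positive control, DMSO negative.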
Abeta yeast res: compounds reversing amyloid beta toxicity in yeast | Potency, µM (series often up to 46.1 µM), for the others: top-dose growth rescue, usual class: activators | yeast expressing A-beta42, growth rescue, OD600, 48 h; response scale: 0% DMSO, 100% iron-clioquinol control | 410,000 compounds, 0.063% hits; further: potency means the concentration at half of the fitted maximal effect; nearly all actives have a fitted effect of over 55% in size
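Yeast A-beta toxicity model in growth medium with pinned compounds, 48 h at 30 C; growth read as absorbance at 600 nm. Normalized to FeCl3/clioquinol equimolar mix (positive) and DMSO (negative).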
EPAC2 antag: antagonists of human EPAC2; Q8WZA2; EPAC2 GEF exchange of Rap1B-BODIPY-GDP, fluorescence; Potency, µM (titrated, usually from 114 µM), inactives show top-dose activity, negative = inhibition, most hits filed as inhibitors; 360,000 compounds, 0.18% hits; AID 720708; further: potency means the concentration at half of the fitted maximal effect; on the % scale 0 is the no-effect control and ±100 the full control effect; nearly all actives have a fitted effect of over 45% in size; many of its hits are not listed in these tables
Target sequence (Q8WZA2 whole entry, looked up): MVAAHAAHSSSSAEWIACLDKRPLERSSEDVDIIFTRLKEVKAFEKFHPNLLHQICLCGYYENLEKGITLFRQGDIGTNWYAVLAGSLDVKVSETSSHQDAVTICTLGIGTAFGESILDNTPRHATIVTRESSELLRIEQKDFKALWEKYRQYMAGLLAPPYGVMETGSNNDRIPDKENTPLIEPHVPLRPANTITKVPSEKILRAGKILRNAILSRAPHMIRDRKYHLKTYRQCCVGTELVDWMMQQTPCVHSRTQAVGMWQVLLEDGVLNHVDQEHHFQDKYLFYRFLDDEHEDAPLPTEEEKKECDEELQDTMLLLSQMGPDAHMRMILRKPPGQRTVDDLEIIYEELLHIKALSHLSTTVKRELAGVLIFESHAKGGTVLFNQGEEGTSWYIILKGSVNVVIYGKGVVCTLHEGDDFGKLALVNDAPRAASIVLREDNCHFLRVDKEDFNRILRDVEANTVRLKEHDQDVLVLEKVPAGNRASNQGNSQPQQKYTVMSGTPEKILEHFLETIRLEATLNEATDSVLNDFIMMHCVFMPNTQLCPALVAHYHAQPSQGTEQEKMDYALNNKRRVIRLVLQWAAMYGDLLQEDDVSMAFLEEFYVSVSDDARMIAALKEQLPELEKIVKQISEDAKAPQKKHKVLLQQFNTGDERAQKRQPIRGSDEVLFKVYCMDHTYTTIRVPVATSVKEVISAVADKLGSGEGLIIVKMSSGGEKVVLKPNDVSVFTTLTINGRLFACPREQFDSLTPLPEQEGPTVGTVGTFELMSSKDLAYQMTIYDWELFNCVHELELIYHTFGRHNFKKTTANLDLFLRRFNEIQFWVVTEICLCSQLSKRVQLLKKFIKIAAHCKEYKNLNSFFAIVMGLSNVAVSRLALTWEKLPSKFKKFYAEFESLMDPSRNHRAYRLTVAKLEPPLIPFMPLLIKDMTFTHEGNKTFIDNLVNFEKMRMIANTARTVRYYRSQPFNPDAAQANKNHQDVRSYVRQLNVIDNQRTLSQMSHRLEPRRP
EPAC2 ag: activates human EPAC2 exchange factor; 360,000 compounds, 0.079% hits; EPAC2 activation, biochemical qHTS; response scale: 100% = 6.5 mM cAMP response; Potency, µM (series often up to 154 µM), inactives show at the highest dose activation, usual class: activators; further: potency means the concentration at half of the fitted maximal effect; nearly all actives have a fitted effect of over 50% in size
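Nucleotide exchange monitored as fluorescence drop when BODIPY-GDP leaves Rap1B. Reaction: 100 nM EPAC2, 250 nM RAP1B-BODIPY-GDP, 50 uM GDP, room temperature, kinetic read over 30 min. Activity expressed relative to 6.5 mM cAMP.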
aSyn yeast inh: rescues yeast growth from alpha-synuclein toxicity; Yeast expressing alpha-synuclein, growth rescue, BacTiter-Glo, 24 h; Potency, µM (titrated, usually from 46.1 µM), for inactives: at the top dose growth rescue (activation), hits mostly activators; 370,000 compounds, 0.14% hits; AID 652106; further: potency means the concentration at half of the fitted maximal effect; % of control where 0% means no effect; nearly all actives have a fitted effect of over 65% in size
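Rescue of yeast growth: cells expressing toxic alpha-synuclein, induced in galactose at OD600 0.02, incubated with compound 24 h at 30 C. ATP luminescence quantified growth; inhibitors of toxicity appear as activators.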
DRD3 agonist: D3 dopamine receptor (human) agonism. D3R DiscoveRx beta-arrestin cells, luminescence, 90 min. max activation, %. 410,000 compounds, 0.58% hits; in the data active means max activation above about 30%; further: 0% is about no effect; mostly tested at two doses, the higher about 12 µM
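Agonist mode: compounds and dopamine controls were applied to plated cells for 90 min at 37 degrees C after an overnight attachment at 1500 cells/well. Luminescent read-out followed 30 - 60 minutes at room temperature with DiscoveRx detection reagent.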
D3 antag: antagonists of human D3 dopamine receptor; P35462; D3R cells, DiscoveRx beta-arrestin luminescence, antagonist mode; hits give low values; max response, negative = inhibition, %; 360,000 compounds, 2.5% hits; in the data active means max response below about -50%; inconclusive means no clear call, values can overlap the other calls; further: on the % scale 0 is the no-effect control and ±100 the full control effect; mostly tested at two doses, the higher about 12 µM
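Cells expressing the human receptor were seeded at 1500 cells/well, incubated overnight at 37 degrees C in 5% CO2, then exposed to library compounds with dopamine controls for 90 minutes at 37 degrees C before luminescent detection.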
Numbers without * were called inactive; ? = inconclusive; · = not tested or not shown; & = joins results of further samples; [ ] = remark or other dose. Unless noted, the call rests on the fitted dose curve; in most records, active means well fitted curve in the direction sought with a large enough effect; inconclusive means small, poorly fitted or top-dose-only effect, or another doubt; inactive means no such curve, though single readings can be large; an effect the other way counts as inactive or inconclusive.

SMILES	TDP-43 yeast inh	FUS suppressor	Abeta yeast res	EPAC2 antag	EPAC2 ag	aSyn yeast inh	DRD3 agonist	D3 antag
COc1ccc(C2=NOC(C(=O)NCc3ccccc3)C2)cc1 (stereo not given)	-3%	22%	-2%	-7%	6%	-5%	-10	-11
O=C1C(Cc2ccccc2)Nc2ncnc(N3CCOCC3)c2N1Cc1ccc(Br)cc1 (stereo not given)	14%&19%	13%&29%	?	3%&-23%	1%&15%	8%&2%	-27&-13	-66*
O=C(CN1C(=O)NC2(CCCc3ccccc32)C1=O)c1ccccc1F (stereo not given)	?	13%	13%	5%	10%	1%	-5	-21
O=C(NCc1ccccc1)C(=O)NCC1OCCCN1S(=O)(=O)c1cccs1 (stereo not given)	-8%	9%	-9%	-1%	-5%	-4%	-7	-11
O=C(CNC1CCCCC1)Nc1ccc([N+](=O)[O-])cc1C(=O)Nc1ccccc1F	6%	-3%	-1%	2%	15%	-6%	-5	7
CCOC(=O)C1=C(C)NC(=O)NC1c1ccc(OC(=O)c2ccco2)cc1 (stereo not given)	4%	-5%	-5%	7%	5%	-9%	0	17
Cc1ccc(C)c(S(=O)(=O)N2CCN(C(=O)c3cc(S(=O)(=O)NCc4ccccc4)ccc3C)CC2)c1	-19%	?	-1%	7%	21%	-6%	0	-4
Cc1ccccc1Cn1ccc(NC(=O)c2nn3cccnc3c2Cl)n1	?	29%	0%	-2%	13%	4%	0	-20
CC1=C(C(=O)Nc2cccc(C)n2)C(c2ccc3c(c2)OCO3)C2=C(CC(c3ccco3)CC2=O)N1 (stereo not given)	-2%	·	2%	6%	8%	0%	6	-29
COc1ccc(-n2cc(-c3ccc(OC(F)F)cc3)[n+]3c2CCCCC3)cc1	14%	-16%	-2%	-7%	5%	-1%	-7	2
COc1ccc(NC(=O)C[C@H]2C(=O)N(c3ccccc3)C[C@@H]2CSC)cc1	9%	19%	11%	-12%	2%	2%	2	-4
CCc1nc2ccc(C(=O)NCCN3CCCC3)cn2c1N(C)Cc1ccc(OC)cc1	9%	14%	-14%	1%	12%	-6%	-11	?
COCCOC(=O)C1=C(C)NC2=C(C(=O)CCC2)C1c1cc2c(cc1Br)OCO2 (stereo not given)	-1%	16%	15%	0%	8%	0%	-7	-4
C=CCOc1ccccc1CNCc1cccnc1	0%	-18%	4%	2%	-3%	1%	-3	-22
COc1cccc(NC(=O)Nc2cc(NC(=O)Nc3cccc(OC)c3)c(C)nc2C)c1	-4%	·	31%	-4%	5%	-3%	1	11
Brc1ccc(NC(c2ccccc2)c2ccncc2)cc1 (stereo not given)	3%	-21%	-13%	-14%	12%	5%	-15	-7
O=C(Nc1ccc(Cl)c(Cl)c1)c1ccc(Cn2c(=O)[nH]c3ccsc3c2=O)cc1	13%	0%	0%	12%	1%	-1%	3	17
CC1=C(C(=O)OCCOC(C)C)C(c2cc3c(cc2Br)OCO3)CC(=O)N1 (stereo not given)	0%	23%	14%	-2%	8%	6%	1	17
Cc1onc(-c2c(Cl)cccc2Cl)c1C(=O)N1C=CC(C(F)(F)F)=NCC1	17%	18%	2%	9%	2%	-6%	2	-17
CCOc1ccccc1C1N(c2ccc(F)cc2)C(=O)C2CCCN21 (stereo not given)	-7%	22%	6%	4%	-1%	0%	-1	-2
CC(C)CCNC(=O)c1ccccc1SCC(=O)NC1CCCCCCC1	11%	·	-4%	-4%	4%	-1%	-8	-2
CCCCCCN1C[C@H](O)[C@@H](n2cc(-c3ccc(F)cc3)nn2)C[C@@H]1c1ccc(C)cc1	0%	24%	9%	0%	10%	2%	-1	-23
O=C(Nc1ncc(Cc2ccccc2)s1)C1=NCCN1	10%	-2%	-10%	-8%	-5%	-3%	-1	-25
Cc1cc(OCC(=O)NC2CC2)c2c(C)cc(=O)oc2c1	10%	-9%	7%	0%	3%	4%	5	3
Cn1ccc2c(-c3cccnc3)cc3c(c21)C1CCC3O1 (stereo not given)	10%	2%	-7%	-10%	-1%	-2%	4	-25
O=c1cc(O)c2sc3nc(-c4ccccc4)cc(C(F)(F)F)c3c2[nH]1	14%	·	3%	4%	11%	3%	2	0
CCOC(=O)C1(Cc2cccc(F)c2)CCN(Cc2c(C)nn(CC)c2C)CC1	-5%	-17%	-4%	1%	7%	-1%	-15	-12
COc1ccc(C(=O)CN2C(=O)NC3(CCCCCC3)C2=O)c(OC)c1	9%	-14%	-2%	11%	-3%	-2%	2	6
CN1C(=O)[C@H]2[C@@H](c3ccccc3)N[C@]3(CCCN(Cc4ccc(F)cc4)C3=O)[C@H]2C1=O	10%	7%	3%	3%	-1%	0%	0	3
COc1cc(-c2nnc(COC(=O)c3cc(C)no3)o2)cc(OC)c1OC	1%	27%	11%	8%	9%	-4%	-8	?

Results in TDP-43 yeast inh, FUS suppressor and DRD3 agonist (5 entries from above):
| structure | TDP-43 yeast inh | FUS suppressor | DRD3 agonist |
| --- | --- | --- | --- |
| CC1=C(C(=O)OCCOC(C)C)C(c2cc3c(cc2Br)OCO3)CC(=O)N1 (stereo not given) | 0% | 23% | 1 |
| Cc1onc(-c2c(Cl)cccc2Cl)c1C(=O)N1C=CC(C(F)(F)F)=NCC1 | 17% | 18% | 2 |
| CCOc1ccccc1C1N(c2ccc(F)cc2)C(=O)C2CCCN21 (stereo not given) | -7% | 22% | -1 |
| CC(C)CCNC(=O)c1ccccc1SCC(=O)NC1CCCCCCC1 | 11% | · | -8 |
| CCCCCCN1C[C@H](O)[C@@H](n2cc(-c3ccc(F)cc3)nn2)C[C@@H]1c1ccc(C)cc1 | 0% | 24% | -1 |

Back to the main list, starting two compounds before the break.
SMILES	TDP-43 yeast inh	FUS suppressor	Abeta yeast res	EPAC2 antag	EPAC2 ag	aSyn yeast inh	DRD3 agonist	D3 antag
CN1C(=O)[C@H]2[C@@H](c3ccccc3)N[C@]3(CCCN(Cc4ccc(F)cc4)C3=O)[C@H]2C1=O	10%	7%	3%	3%	-1%	0%	0	3
COc1cc(-c2nnc(COC(=O)c3cc(C)no3)o2)cc(OC)c1OC	1%	27%	11%	8%	9%	-4%	-8	?
CCOc1ccccc1NC(=O)NNC(=O)c1ccc2ccccc2c1	17%	7%	6%	4%	2%	2%	-2	-7
O=C(Nc1ccccc1C(=O)N1CCCC1)c1ncoc1-c1cccc(Cl)c1	14%	9%	-4%	-16%	11%	1%	9	11
CC(=O)N1CCCc2cc(S(=O)(=O)Nc3ccc(OC(F)(F)F)cc3)ccc21	21%	63%	?	·	·	·	-3	·
Nc1nc(Nc2cccc(F)c2)nc2ccccc12	-17%	-5%	-30%[inhibitor]	-21%	2%	-17%	-2	-18
COCC(=O)Nc1ccc([N+](=O)[O-])cc1OC	0%	·	7%	11%	1%	6%	5	10
CC(=O)Nc1cccc(NC(=O)CSc2nc(=O)n(CCN3CCOCC3)c3c2CCCC3)c1	14%	5%	14%	6%	8%	-6%	3	16
Cc1ccc(S(=O)(=O)N2CCCCC2C(=O)Nc2ccc(N(C)C)cc2)cc1 (stereo not given)	-5%	21%	6%	1%	4%	9%	0	-4
CC1CCN(c2[nH]c(=S)c(C#N)c3c2CCCC3)CC1	14%	12%	?	12%	5%	0%	-2	3
O=c1cc(-c2ccccc2)c2c([nH]1)CCCC2	-19%	14%	7%	14%	7%	-6%	-2	6
Cc1nn(CCCC(=O)Nc2cnn(Cc3ccc(F)cc3)c2)c(C)c1[N+](=O)[O-]	9%	-20%	7%	-3%	2%	?	2	4
Clc1cccc(/C(Cc2nc3ccccc3[nH]2)=N\Nc2ccccc2)c1	?	9%	-1%	-7%	22%	-2%	-2	-6
Cc1ccc(S(=O)(=O)Nc2nc3ccc(S(C)(=O)=O)cc3s2)cc1	-10%	10%	10%	0%	8%	-9%	-6	1
CCCCN(C)CC(O)Cn1cc(/C=C/C(=O)c2ccc(OC)c(OC)c2)c2ccccc21 (stereo not given)	-29%	16%	-19%	·	·	-25%	-17	·
N#Cc1c(Oc2ccc3ccccc3c2)sc(C(=O)c2ccccc2)c1N	12%	-22%	-6%	3%	11%	2%	-15	2
CCOC(=O)C1=C(C)C(c2ccc(OC)cc2)NC(=O)N1 (stereo not given)	1%	-26%	3%	-2%	-3%	0%	3	13
COc1ccc(NC(=O)c2c(-c3ccccc3)c(-c3ccccc3)nn(C)c2=O)c(OC)c1	0%	44%	0%	·	·	·	2	·
O=C(CN1C2=NCCCN2c2ccccc21)c1ccc([N+](=O)[O-])cc1	25%	10%	-7%	3%	9%	3%	0	-4
Cc1ccc(NC(=O)COC(=O)c2ccc3c(c2)OCO3)c(C)c1	6%	6%	0%	-8%	3%	-4%	0	-6
CC1(C(=O)NCC2CCCCC2)CCN1CCc1ccccc1 (stereo not given)	6%	-18%	-4%	-25%	-3%	-7%	-4	14
CCc1ccccc1NC(=S)N(CCCN1CCOCC1)Cc1cccs1	-16%	16%	-14%	-4%	-2%	4%	-32	?
O=C(O)c1cc(-c2cccs2)nn1-c1cccc(Cl)c1	-5%	27%	2%	-4%	?	10%	1	-18
Cc1cccc(CCN2CCN=C2Nc2ccccc2)c1	2%	-28%	1%	9%	10%	3%	-46	-56*
O=C(NC(Nc1ccc(F)cc1)(C(F)(F)F)C(F)(F)F)c1cccnc1	0%	-2%	-8%	3%	-10%	9%	7	68
C=Cc1ccc(CC2(C)C(=O)Nc3ccc(Cl)cc32)cc1 (stereo not given)	0%	28%	?	?	15%	?	8	15
CC(=O)N1CCN(C(=O)CSc2nnc(C)n2-c2ccccc2)CC1	14%	-32%	2%	1%	9%	9%	-2	2
CN(C)S(=O)(=O)c1ccc2c(c1)nc(CCC(=O)Nc1ccc(N3CCOCC3)cc1)n2C	-14%	8%	-10%	-1%	5%	-4%	5	-2
Cc1cccc(N2CCN(C(=O)c3cnn(-c4ccccc4)c3C3CCN(C(=O)OC(C)(C)C)CC3)CC2)c1C	?	18%	-5%	·	·	·	2	·
CCNc1nc(NCC)nc(N(C#N)C(C)C)n1	-2%	-4%	12%	-11%	2%	-12%	1	-14
CCc1ccc2c(c1)C(=O)C[C@]1(CCC[C@H](C)C1)O2	?	-33%	0%	?	15%	27%	-3	-17
Cc1ccccc1-n1cc(CNCc2c(C(=O)N(C)C)nc3ccc(Cl)cn23)cn1	10%	-16%	2%	2%	-1%	0%	-17	1
c1ccc(C2=Nc3ccccc3OC2)cc1	-20%	3%	-13%	8%	-2%	-3%	1	-2
Cc1onc(-c2c(F)cccc2Cl)c1C(=O)OCC(=O)NC(c1ccccc1)c1ccccc1	-13%	30%	13%	6%	11%	6%	0	12

Assay outcomes: PubChem BioAssay, National Center for Advancing Translational Sciences (NCATS)

Not all compounds are listed. The share of hits here may be higher or lower than overall.
